High-throughput results as filed in PubChem.
Pf Dd2 inh: inhibitors of Plasmodium falciparum Dd2 growth; P. falciparum Dd2 growth, SYBR Green, 72 h; Potency, µM (top dose mostly 28.9 µM), inactives show at the top dose activity, negative = inhibition, hits mostly inhibitors; AID 1347417; 120,000 compounds, 4.3% hits; active means well fitted inhibition curve with a large enough effect; inconclusive means small, poorly fitted or top-dose-only effect; inactive means no such curve, though single readings can be large or run the other way;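 further: plate controls were DMSO vehicle for no effect and reference drug for full effect; nearly all actives have a fitted effect of over 65% in size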
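Infected erythrocytes (Dd2, 0.3% parasitemia, 2.5% hematocrit final) are added to compound in RPMI-1640/Albumax II medium, grown 72 h at 37C in low oxygen, then lysed with saponin/Triton-X containing SYBR Green and read by fluorescence.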
* = called active by the depositor; i = inactive; ? = inconclusive; [ ] = remark or other dose. Potency means the concentration at half of the fitted maximal effect.

SMILES | Pf Dd2 inh
NC1(C(=O)NCCC2CCCN(Cc3ccc4occc4c3)C2)CC1 (stereo unspecified) | ?
Cc1cc(C2CC(C(=O)NCc3ccc4c(c3)OCO4)CN(C(=O)c3ccccc3)C2)ccc1F (stereo unspecified) | i
O=C(c1cnccn1)N1CCN(c2cc(-c3ccc(Cl)cc3)[nH]n2)CC1 | i
CCOc1ccc(NC(=O)CCS(=O)(=O)c2ccc(Br)cc2)cc1 | 33%[activator]
OC1CN(Cc2ccccc2)CCN(Cc2ccc3[nH]ccc3c2)C1 (stereo unspecified) | -19%
O=C(c1ccc2c(c1)OCO2)N1CCC2(CC1)CN(c1ccncn1)CC2CO (stereo unspecified) | -15%
Cc1ccccc1Cn1c(=O)n(Cc2ccc(Cl)cc2)c(=O)c2cccnc21 | i
Cc1ccc(N2C(=O)CCSC23C(=O)N(Cc2ccccc2)c2ccccc23)cc1 (stereo unspecified) | ?
O=S(=O)(c1ccccc1)c1nc(-c2cccc(Cl)c2)oc1N1CCOCC1 | 8%
Cc1nn2c(c1-c1ccccc1Oc1ccccc1)N(C(=O)COc1ccccc1)CCC2 | -22%[44.1 µM]
COCCCNC(=O)c1cc(C2CC2)nc2c1c(C1CCCN1)nn2-c1ccccc1 (stereo unspecified) | ?
O=C(c1cnc(N2CCOCC2)c2ccccc12)N1CCN(c2ccccc2)CC1 | -19%
CC(C)CC(=O)Nc1ccc2c(c1)CCC(=O)N2CC(C)C | i
CC[C@H]1CN(C(=O)c2ccc(F)cc2)CC[C@H]1CC(=O)Nc1nccs1 | -14%[44.1 µM]
Cc1ccc(NC(=O)C2CCN(C(=O)c3ncn4c3COC(c3ccc(F)cc3)C4)CC2)cc1C (stereo unspecified) | i
Cc1ccc(NC(=O)Nc2ccc(C)n(CC(=O)NC3CCCCC3)c2=O)cc1 | i
Cc1oc(-c2cccc(C(F)(F)F)c2)nc1CN(C)Cc1cnn(C)c1 | ?
CCc1ccc(C(=O)NC2CCN(c3cc(-c4ccc(OC)cc4)[nH]n3)C2)cc1 (stereo unspecified) | i
Cn1ccnc1CN1C(=O)CO[C@H](c2ccc(NC(=O)c3ccc(C(F)(F)F)cc3)cc2)[C@H]1CO | i
COCCO[C@H]1C(=O)N(C2CCN(C(=O)c3ccncc3)CC2)[C@H]1c1ccncc1 | 29%
O=C(Nc1ccc(Br)cc1F)c1cc(S(=O)(=O)NCc2ccc(F)cc2)ccc1F | i
CCOc1ccc(-c2cc3c(=O)n(CCNC(=O)c4cnccn4)ccn3n2)cc1 | i
Cc1ccc(Nc2ccc(N3CCN(C(=O)c4ccc([N+](=O)[O-])cc4)CC3)nn2)cc1 | i
Cc1ccc(S(=O)(=O)c2cn(Cc3ccc(F)cc3)c3cc(N4CCCC4)c(F)cc3c2=O)cc1 | -13%
Cc1ccc(S(=O)(=O)N2CCCC(Cn3c(C4CC4)nc4cccnc43)C2)c(C)c1 (stereo unspecified) | -8%
(further entries)
SMILES | Pf Dd2 inh
COc1ccc(CC(=O)N2CC(=O)N(c3ccc(Cl)cc3)CC2C)cc1 (stereo unspecified) | 8%
Cc1noc2c(N(C)C)cc(-c3ccccc3)nc12 | -4%[44.1 µM]
COc1cccc(-c2ccc3c(n2)CNC(=O)CO3)c1 | ?
CN(Cc1cccnc1)C1CN(C(=O)c2cnn(C)c2)C1 | -3%
CC1(C(=O)NC2CCOCC2)CN(Cc2ccccc2)Cc2ccc(Nc3ccccc3)nc21 (stereo unspecified) | -23%
O=C(Nc1ccc(Cl)cc1Cl)c1ccn2cncc2c1 | -1%[44.1 µM]
O=C1Nc2ccccc2C12CCN(CC1CCCCC1)CC2 | ?
O=C(NCCc1ccccc1)c1noc(-c2ccc(F)cc2)n1 | 11%
O=C(Cn1cccc1-c1nc(-c2ccc(F)cc2)no1)NCCc1ccccc1 | ?
CCC1CN(Cc2cn(-c3ccccc3)nc2-c2ccc(OC)cc2F)CCO1 (stereo unspecified) | ?
COCCN1Cc2nc(NCc3ccccc3)ccc2OCC1=O | i
Cc1oc2c(cc(NS(=O)(=O)c3ccc(C(C)C)cc3)c3ccccc32)c1C(=O)OCc1ccccc1 | -11%
COc1ccc(NC(=O)c2ccc3oc(=O)c(S(=O)(=O)c4ccc(F)cc4)cc3c2)c(OC)c1 | 3%
COc1ccc(-c2noc(-c3nc(-c4cc(OC)c(OC)c(OC)c4)no3)n2)cc1 | 48%[activator]
Cc1ccc(-n2ncc3c(NCCc4ccccc4)ncnc32)cc1 | i
Cc1ccc(S(=O)(=O)c2cnc(SCC(=O)Nc3ccc4c(c3)OCCO4)[nH]c2=O)cc1 | 23%
COCCNC(=O)c1cnn(-c2cccc(C)c2)c1-n1cccc1 | 50%[activator]
CCCNC(=O)N[C@@H]1C=C(C(=O)N[C@H](CC(C)C)C(N)=O)C[C@@H](O)[C@@H]1O | -10%[44.1 µM]
CCN1CC2(CCC1=O)CCN(C(=O)[C@@](C)(N)Cc1ccccc1)CC2 | 2%
Cc1ccc(C)c(CSc2nc3ccncc3n2CC(=O)Nc2ccc(N(C)C)cc2)c1 | -4%
CC(=O)N1CCC(C2CCN(C(=O)C3CNC3)C2)CC1 (stereo unspecified) | 4%
O=C(CN1CCCCCC1)N1CC(Oc2ccc(-c3noc(-c4ccccc4)n3)cc2)C1 | ?
CCN(CC)c1ccc(C(=O)N2CCC(c3c[nH]c4ccccc34)(c3c[nH]c4ccccc34)CC2)cc1 | 4µM*
O=C(c1nc2ncccn2n1)N1CCCn2cc(-c3ccccc3)nc21 | ?
COC1C(=O)N(C2CCN(C(=O)c3ccnn3C)CC2)C12CCOCC2 (stereo unspecified) | 16%

Arranged by molecular weight (largest number first): part of the list above
SMILES | Pf Dd2 inh
CCN(CC)c1ccc(C(=O)N2CCC(c3c[nH]c4ccccc34)(c3c[nH]c4ccccc34)CC2)cc1 | 4µM*
Cc1ccc(S(=O)(=O)c2cnc(SCC(=O)Nc3ccc4c(c3)OCCO4)[nH]c2=O)cc1 | 23%
Cc1ccc(C)c(CSc2nc3ccncc3n2CC(=O)Nc2ccc(N(C)C)cc2)c1 | -4%
O=C(CN1CCCCCC1)N1CC(Oc2ccc(-c3noc(-c4ccccc4)n3)cc2)C1 | ?
COc1ccc(-c2noc(-c3nc(-c4cc(OC)c(OC)c(OC)c4)no3)n2)cc1 | 48%[activator]
CCC1CN(Cc2cn(-c3ccccc3)nc2-c2ccc(OC)cc2F)CCO1 (stereo unspecified) | ?
O=C(Cn1cccc1-c1nc(-c2ccc(F)cc2)no1)NCCc1ccccc1 | ?
COc1ccc(CC(=O)N2CC(=O)N(c3ccc(Cl)cc3)CC2C)cc1 (stereo unspecified) | 8%
CCCNC(=O)N[C@@H]1C=C(C(=O)N[C@H](CC(C)C)C(N)=O)C[C@@H](O)[C@@H]1O | -10%[44.1 µM]
COC1C(=O)N(C2CCN(C(=O)c3ccnn3C)CC2)C12CCOCC2 (stereo unspecified) | 16%
O=C(c1nc2ncccn2n1)N1CCCn2cc(-c3ccccc3)nc21 | ?
Cc1ccc(-n2ncc3c(NCCc4ccccc4)ncnc32)cc1 | i
COCCNC(=O)c1cnn(-c2cccc(C)c2)c1-n1cccc1 | 50%[activator]
O=C1Nc2ccccc2C12CCN(CC1CCCCC1)CC2 | ?

(further entries)
SMILES | Pf Dd2 inh
Cn1c(=O)c(=O)n(C)c2cc(N3CCOCC3)c(NS(=O)(=O)c3ccc(F)c(Cl)c3)cc21 | -7%
CCOc1ccc(C(=O)OCc2cc(=O)n3nc(C4CC4)sc3n2)cc1 | -7%
O=C(c1cccc(OC(F)(F)F)c1)N1CCC(N2CC3CC(C2)[C@H]2CCCC(=O)N2C3)CC1 (stereo partly specified) | ?
COc1cccc(NC(=O)Cn2c(=O)n(-c3ccc(F)cc3)c(=O)c3c2cc(C)n3C)c1 | -12%
Cc1ccccc1NC(=O)Cc1c[nH]c2ncc(-c3cnn(C)c3)cc12 | -13%[44.1 µM]
CCc1ccc2oc(-c3cc(NC(=O)c4cc([N+](=O)[O-])ccc4N4CCOCC4)ccc3Cl)nc2c1 | ?
O=C1CCN(C(=O)C2CCCC2)CCCC(c2nc(-c3cccnc3)no2)CCN1 (stereo unspecified) | i
CC1(CNc2ccccc2)COc2ccc(C(=O)NCCN3CCOCC3)cc2N1 (stereo unspecified) | ?
COc1ccc(Cl)cc1NC(=O)CN1C(=O)NC2(CCOCC2)C1=O | 33%
CC(C)c1ccc(NC(=O)c2ccc(F)c(S(=O)(=O)N3CCCC3)c2)cc1 | -24%
CCC(=O)N1CCN(c2nc3c(s2)CC(C(=O)Nc2ccc(F)cc2F)CC3)CC1 (stereo unspecified) | 5µM*
O=C(c1ccc(Cl)cc1Cl)N1CCN(c2cc(-c3ccccc3)[nH]n2)CC1 | -13%
CNC(C)c1ccccc1Cl (stereo unspecified) | ?
CC(C)c1cc(C(=O)N2CCCC(c3ccccc3)(c3ccccc3)C2)n(C)n1 | 3.2µM*
CO[C@H]1[C@H](NC(=O)CCOc2ccccc2)c2ccccc2C12CCNCC2 | -8%
COCC(=O)NC[C@H]1O[C@@H](CC(=O)N2CCN(c3ccccc3)CC2)[C@H](O)[C@@H]1O | -11%[44.1 µM]
COc1ccc(NC(=O)/C=C\C(=O)N(c2ccc(C(C)C)cc2)C(C(=O)NCc2ccco2)c2ccc(F)cc2)cc1 (stereo unspecified) | ?
Cc1ncc2c(n1)C[C@@H]1CC[C@H]2N1C(=O)CC1CCCCC1 | -16%
O=C1c2c(nc(COc3ccc(F)cc3F)n2Cc2ccccc2)NCCN1CC1CC1 | -14%[44.1 µM]
CC(Cn1cncn1)C(=O)N1CCc2onc(-c3ccc(F)c(F)c3)c2C1 (stereo unspecified) | 7%
CCOC(=O)c1ccc(NC2=CC(c3ccc(OCC)cc3)N(c3ccc(C(=O)OCC)cc3)C2=O)cc1 (stereo unspecified) | 15%
COCCCNc1nc2c([S+](=O)([O-])c3cccnc3)nnn2c2ccccc12 | ?
Cc1ccc(-c2csc(/C(C#N)=C/c3ccccc3Cl)n2)cc1 | 5%
CCOCCn1c(=NC(=O)c2ccc3c(c2)OCCO3)sc2cc(OCC)ccc21 | 7%
CCc1nc(-c2c3n(c(=O)n(Cc4ccc(C(F)(F)F)cc4)c2=O)CCCC3)no1 | -2%
Next part.
SMILES | Pf Dd2 inh
C=Cc1ccc(Cn2c(C)c(CNCc3ccc(SC)cc3)c(C(=O)O)c2C)cc1 | i
OCC1(Cc2cccc(Cl)c2)CCCNC1 (stereo unspecified) | 11µM*
CCc1ccc(NC(=O)Cn2c(=O)n(CC3CCCO3)c(=O)c3cc(OC)c(OC)cc32)cc1 (stereo unspecified) | 7%
COc1ccc(S(=O)(=O)N2C[C@@H]3C[C@H](C2)c2ccc(NC(=O)c4ccc(C#N)cc4)c(=O)n2C3)cc1 | -17%
Cc1cccc(CN2C(=O)c3ccccc3Sc3ccc(C(=O)NCCCN4CCOCC4)cc32)c1 | ?
NC(=O)NCC(=O)N1CC[C@@H]2[C@@H](CCC(=O)N2CCc2ccccn2)C1 | -11%
CCCn1c(C)cnc1CC1CCCN(C(=O)CC2CCCC2)C1 (stereo unspecified) | -21%
Fc1ccc(-c2cnc3n2C[C@H](CN(Cc2ccccc2)Cc2ccccc2)OC3)cc1 | 6.3µM*
CCN1CCC(CCNC(=O)C2CCN(C(=O)N3CC4CC(C3)[C@H]3CCCC(=O)N3C4)CC2)CC1 (stereo partly specified) | i
COCCNc1ncnc2c1CCN(C(=O)c1cscn1)CC2 | -19%
Cc1cn(CCn2ccnc2-c2nc[nH]c2C)nn1 | -6%
COC(=O)c1nnn(CC(=O)NC(=O)Nc2c(C)cccc2C)c1C(=O)OC | i
COc1ccc(-c2noc([C@@H]3C[C@H](NC(=O)c4ccc(F)cc4)CN3C)n2)cc1 | i
COCC1CN(C(=O)Cc2ccc(OC)c(Cl)c2)CC12CCNCC2 (stereo unspecified) | 13%
COc1cccc(CNC(=O)C2CCC(CNS(=O)(=O)c3ccc4c(c3)CCCC(=O)N4)CC2)c1 (stereo unspecified) | 28%
CCn1cnnc1-c1nn(C)c2c1CN(C(=O)CCCC1C(=O)Nc3ccccc31)CC2 (stereo unspecified) | ?
COc1ccc(CCCc2nnc(SCC(=O)Nc3ccc(C)cc3)o2)cc1 | 25%
CC(=O)c1ccc(NC(=O)c2cc(S(=O)(=O)N3CCCCCC3)cn2C)cc1 | 8%
N#Cc1ccc(O[C@@H]2COCC[C@H]2NC(=O)Cn2nnnc2N)cc1 | -11%
COCCN1Cc2nc(OCc3ccc(F)cc3)ccc2OCC1=O | i
COc1ccc(N2CCN(c3oc(-c4ccc(COc5cccc(C)c5)o4)nc3C#N)CC2)cc1 | ?
O=C(Nc1cccc(-c2nnc3n2CCCC3)c1)c1ccc2ccccc2n1 | ?
O=C1C(N2CCN(S(=O)(=O)c3cccs3)CC2)CCN1CCc1ccccc1 (stereo unspecified) | -19%
Nc1c(C(=O)c2ccc(F)cc2)sc(Nc2ccccc2F)c1S(=O)(=O)c1ccc(Br)cc1 | 11µM*
Cc1ccc(NC(=O)c2cnc(SCC(=O)N3CCCc4ccccc43)n(C)c2=O)cc1 | 1%
Continued:
SMILES | Pf Dd2 inh
O=C1c2c(nc(CNCc3cccc(Cl)c3)n2Cc2ccccc2)NCCN1Cc1ccccc1F | i
FC(F)(F)c1ccc(N2C3CCC2CN(Cc2ccccc2)C3)cc1 | 9%
Cc1ccc(-n2ncc(C(=O)Nc3ccc4c(c3)OCO4)c2C2CCN(C(=O)OC(C)(C)C)CC2)c(C)c1 | ?
O=C(CSCc1cc(=O)c2cc(F)ccc2[nH]1)Nc1ccccc1Cl | ?
Cc1ccccc1Cn1c2ccccc2c2cnn(CC(=O)NCCc3ccccc3)c(=O)c21 | -28%
CN(C)Cc1nnc(C2CC(NC(=O)c3ccc4ncccc4c3)C2)n1C (stereo unspecified) | -16%
CC(C)CCNC(=O)c1cnc2n1CCN(Cc1ccccc1Cl)CC2 | i
Cc1ccc2c(c1)c1c(c(=O)n(-c3cccc(Cl)c3)c(=O)n1C)n2C | 30%

This is a subset; count on the stated rates, not on these rows.
